T cell modulator – modulates CD8 T cell binding to vesicles; AID 2052; 330,000 tested, 0.068% active; calls only at 7 µM; 2C CD8+ T cell-vesicle binding, flow cytometry; active compounds read low;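 active = response, share of CD8 T cells binding vesicles, and their 90th percentile fluorescence all below set limits, cut at about 80% in these data, passing the limit was not always enough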
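Assay system: 2C TCR transgenic mouse naive CD8+ T cells, MACS-purified | Read-out: CD8+ gate FL2 mean fluorescence as % of same-row positive control | Signal: High-throughput flow cytometry with anti-B7-1 and anti-CD8 staining | Timing: Binding step 1.5 h, 37 °C, antibody labelling 20 min, ice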
KOR beta-arrestin-1 – KOR antagonists, beta-arrestin recruitment, cell-based, luminescence, uHTS (AID 1778); KOR beta-arrestin recruitment, luminescence, antagonist mode; higher % means a stronger effect; inhibition, % at 10 µM; hits with a dose series show IC50 in µM; 290,000 tested, 0.091% active; note: strong numbers were not always called active
GPR55 LPI antagonism – GPR55 antagonists blocking LPI-driven arrestin recruitment, primary screen, imaging, U2OS, beta-arrestin-GFP, LPI agonist (AID 2013); U2OS GPR55 beta-arrestin-GFP translocation imaging, LPI antagonism; higher % means a stronger effect; inhibition, % at 10 µM, or IC50 in µM where a hit was titrated; 290,000 tested, 0.13% active;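 active = spots per cell inhibited over 60%, with over 100 cells counted and total cytoplasm intensity under 500,000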;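 note: U2OS cells stably carrying GPR55 and arrestin-GFP stimulated by 5 µM LPI near EC80; imaged beta-arrestin-GFP aggregate spots per cell after agonist stimulation; plate controls were LPI-stimulated DMSO wells for no effect and DMSO wells without LPI for full effect; some results filed as inactive read as strong as hits; confirmed hits need IC50 under 10 µM and bright autofluorescent wells are also inconclusive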
Myeloid diff 2 – compounds promoting myeloid differentiation; ER-HoxA9 myeloid progenitors, lysozyme-GFP differentiation, flow cytometry; calls only at 10 µM; 360,000 tested, 1% active; AID 624256;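 active = normalized GFP-positive differentiation at or above the plate's own cutoff, the solvent-only control mean plus 3 SD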;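 note: cells exposed to compound for four days before flow analysis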
KOR beta-arrestin-2 – kappa opioid receptor activators – cell-based, luminescence, uHTS, primary screen (AID 1777). KOR beta-arrestin recruitment, luminescence; higher % means a stronger effect. activation, % at 10 µM; hits with a dose series show EC50 in µM. 280,000 tested, 0.02% active; in the data active = activation above about 50%, passing the limit was not always enough; note: a part of the inactive calls stands beside numbers as strong as those of hits
NTR1 agonist – agonists of NTR1, primary screen, imaging, U2OS cells, beta-arrestin-GFP, high content (AID 493036). P30989. NTR1-U2OS beta-arrestin-GFP spot imaging, agonist mode. activation, % at 20 µM. 330,000 tested, 0.17% active;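 active = activation at or above 40% of the spot to cytoplasm intensity ratio, with at least 20 cells analyzed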;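 note: 0% = DMSO without peptide and 100% = 100 nM NTR1 peptide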
Target sequence (P30989 whole entry, looked up): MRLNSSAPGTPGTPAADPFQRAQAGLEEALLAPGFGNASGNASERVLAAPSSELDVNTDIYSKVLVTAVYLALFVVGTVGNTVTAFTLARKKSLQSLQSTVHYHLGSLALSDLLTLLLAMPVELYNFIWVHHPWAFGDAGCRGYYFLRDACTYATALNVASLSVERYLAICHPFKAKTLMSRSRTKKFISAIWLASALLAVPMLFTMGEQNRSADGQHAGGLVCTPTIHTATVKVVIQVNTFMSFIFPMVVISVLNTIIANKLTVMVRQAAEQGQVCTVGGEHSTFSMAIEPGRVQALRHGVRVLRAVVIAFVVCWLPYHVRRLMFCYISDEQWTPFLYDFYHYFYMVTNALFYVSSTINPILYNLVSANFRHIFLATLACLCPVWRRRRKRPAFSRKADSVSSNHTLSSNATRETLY
HEK293 NOD2/NF-kB – inhibition of NOD2-driven NF-kB reporter – cell-based, luminescence, uHTS, HEK293 (AID 1566) | inhibition, % at 4 µM; hits with a dose series show EC50 in µM | HEK293 NOD2/NF-kB luciferase reporter, luminescence; higher % means a stronger effect | 290,000 tested, 0.63% active; note: many of its hits are not listed in these tables
GPR55 activation – selective activators of receptor GPR55 – imaging, U2OS cells, beta-arrestin-GFP redistribution, primary screen (AID 1961) | 290,000 tested, 0.048% active | U2OS GPR55 beta-arrestin-GFP redistribution imaging; higher % means a stronger effect | one-dose activation, % at 10 µM; EC50 in µM for titrated hits;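 active = activation above 40% with more than 50 cells counted in the well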;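 note: U2OS osteosarcoma cells stably expressing GPR55 and beta-arrestin-GFP; plate controls were DMSO negative control for no effect and LPI positive control for full effect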
NOD1 inhibition – inhibition of NOD1-driven NF-kB reporter – cell-based, luminescence, uHTS, primary screen (AID 1578) | 290,000 tested, 1% active | inhibition, % at 4 µM; hits with a dose series show EC50 in µM | NOD1-driven NF-kB luciferase reporter cells, luminescence; higher % means a stronger effect; in the data active = inhibition mostly above about 36%, no sharp cut-off; inactive = mostly below about 34%;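 note: HEK-293T reporter cells stimulated with the NOD1 agonist gamma-tri-DAP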
T cell modulator vesicle-bound % – also measured in T cell modulator; calls as there; double positive events, %; measured here: CD8+ vesicle-bound cell fraction;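 binding gate set so that unloaded-vesicle control wells show 10% double positive cells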
NTR1 agonist cell count 20 µM – also measured in NTR1 agonist; calls as there; cell count; measured here: cell count, cytotoxicity flag
Myeloid diff 2 GFP+ MAC1+ % – further read-out of Myeloid diff 2, marked with its call; GFP+ MAC1+ double positive, %; measured here: differentiation confirmed by MAC1 staining
Active calls of the source: *; i = inactive; x = not tested or not shown; [ ] = remark or other dose. Cut-off read from the data, not from the text of the source, unless noted: active = inhibition above about 50%; inactive = the rest. These rows are one share of the data; the hit share may differ from the screen's.

Structure,T cell modulator,T cell modulator vesicle-bound %,KOR beta-arrestin-1,GPR55 LPI antagonism,Myeloid diff 2,Myeloid diff 2 GFP+ MAC1+ %,KOR beta-arrestin-2,NTR1 agonist,NTR1 agonist cell count 20 µM,HEK293 NOD2/NF-kB,GPR55 activation,NOD1 inhibition
COc1ccc(CCN=C(N)NS(=O)(=O)c2cccs2)cc1,i,51.5,15.0%,-5.1%,i,0.1,1.4%,0.3,86,-9.3%,-0.6%,-13.2%
Cc1cc2c(c(=O)n1CCc1ccccc1)C(C(C)C)C(C#N)=C(N)O2 (stereo unspecified),i,6.3,-0.5%,2.6%,i,0.4,1.3%,-0.5,93,24.0%,-0.5%,2.1%
Cc1oc(-c2ccccc2F)nc1CS(=O)(=O)CC(=O)N1CCOCC1,i,25.0,-4.8%,-3.3%,i,2.2,-2.3%,-1.1,69,3.1%,-0.2%,-19.0%
COc1ccc(NC(=O)CSc2cccc3cccnc23)c(OC)c1,i,49.3,10.3%,9.9%,i,0.5,-1.8%,2.9,42,4.2%,0.2%,-23.0%
CCCCN(C)CCCNC(=O)CN1N=C(c2ccc(Cl)cc2)CCC1=O,i,7.6,-39.5%,9.8%,i,0.7,3.0%,-0.1,44,0.3%,0.4%,-1.5%
COc1ccc(C(=O)O/N=C(\C)c2nccs2)cc1,i,24.0,-26.6%,4.7%,i,0.5,-0.5%,1.3,64,0.7%,-0.2%,-25.1%
Cc1cccc(-n2c(O)c(C=NC3CCS(=O)(=O)C3)c3ccccc3c2=O)c1C (stereo unspecified),i,30.5,-15.5%,-3.5%,i,1.1,5.7%,2.0,39,-4.5%,-0.3%,-6.4%
O=C(CN1CCCC1)Nc1cc(F)ccc1F,i,39.0,26.1%,13.5%,i,0.3,-2.7%,0.3,47,10.3%,-0.5%,-37.5%
COc1ccccc1N1CCN(CC(=O)Nc2ccc(Cl)c(C(F)(F)F)c2)CC1,i,49.8,18.3%,-5.2%,i,9.9,6.6%,4.8,61,3.5%,0.1%,-4.6%
COc1cc(C(=O)Nc2ccc(N(C)C)cc2)c([N+](=O)[O-])cc1OC,i,48.4,4.5%[20 µM],15.6%,i,0.2,-9.1%,0.5,81,-23.6%,-0.1%,-26.3%
CCn1c(Cn2nnc(-c3ccccc3)n2)nnc1SCC(=O)Nc1cccc(C)c1C,i,14.4,-0.5%,-2.2%,i,1.7,11.1%,1.6,52,9.2%,-0.2%,1.7%
CC(C)CNC(=O)CO/N=C/c1ccccc1Cl,i,8.7,23.3%,12.0%,i,0.0,-7.4%,-1.3,58,5.9%,0.2%,-20.3%
O=C1CC(N2CCN(c3nc4ccccc4s3)CC2)C(=O)N1c1ccc(F)cc1 (stereo unspecified),i,44.2,-36.7%,-14.5%,x,x,4.3%,-0.5,39,3.7%,-0.2%,3.2%
COc1ccc(/C=C(\C#N)C(=O)C(C)(C)n2cncn2)cc1,i,19.2,-43.4%[20 µM],13.3%,i,0.2,-1.1%,-0.4,35,10.6%,0.3%,28.4%
CCc1nnc(NC(=O)CSc2nc3cc(OC)ccc3cc2C)s1,i,35.3,-19.3%,14.1%,i,0.3,0.0%,1.1,44,27.4%,-0.3%,6.2%
COc1cc(/C=C2/SC(=S)NC2=O)ccc1OS(=O)(=O)c1ccc(C)cc1,i,43.4,-10.4%,43.2%,i,0.6,-2.6%,12.5,80,20.5%,-0.5%,93.4%*
O=C(NCCNC(=O)c1ccc(Br)o1)c1ccc(Br)o1,i,48.8,38.1%,-3.5%,i,1.9,-9.2%,-0.3,70,-0.1%,0.2%,2.1%
COc1ccc(Cl)cc1S(=O)(=O)NCc1nc2nc(C)cc(C)n2n1,i,25.7,0.0%[20 µM],7.1%,i,1.4,x,-2.0,59,7.1%,0.5%,-19.9%
Cc1c(NC(=O)C(C)OC(=O)c2cc3c4ccccc4n(C)c3s2)c(=O)n(-c2ccccc2)n1C (stereo unspecified),i,35.5,8.5%,-10.3%,i,2.0,-0.7%,0.5,56,-118.7%,-0.2%,-0.7%
C=CCN(CC=C)CCOc1ccccc1F,i,42.0,-29.4%,-7.9%,i,0.2,5.2%,0.3,100,-2.7%,0.1%,32.9%

2 of the compounds above, field by field:
> COc1cc(C(=O)Nc2ccc(N(C)C)cc2)c([N+](=O)[O-])cc1OC
  T cell modulator: i; T cell modulator vesicle-bound %: 48.4; KOR beta-arrestin-1: 4.5%[20 µM]; GPR55 LPI antagonism: 15.6%; Myeloid diff 2: i; Myeloid diff 2 GFP+ MAC1+ %: 0.2; KOR beta-arrestin-2: -9.1%; NTR1 agonist: 0.5; NTR1 agonist cell count 20 µM: 81; HEK293 NOD2/NF-kB: -23.6%; GPR55 activation: -0.1%; NOD1 inhibition: -26.3%

> CCn1c(Cn2nnc(-c3ccccc3)n2)nnc1SCC(=O)Nc1cccc(C)c1C
  T cell modulator: i; T cell modulator vesicle-bound %: 14.4; KOR beta-arrestin-1: -0.5%; GPR55 LPI antagonism: -2.2%; Myeloid diff 2: i; Myeloid diff 2 GFP+ MAC1+ %: 1.7; KOR beta-arrestin-2: 11.1%; NTR1 agonist: 1.6; NTR1 agonist cell count 20 µM: 52; HEK293 NOD2/NF-kB: 9.2%; GPR55 activation: -0.2%; NOD1 inhibition: 1.7%

(next part)
Results follow in this order: T cell modulator | T cell modulator vesicle-bound % | KOR beta-arrestin-1 | GPR55 LPI antagonism | Myeloid diff 2 | Myeloid diff 2 GFP+ MAC1+ % | KOR beta-arrestin-2 | NTR1 agonist | NTR1 agonist cell count 20 µM | HEK293 NOD2/NF-kB | GPR55 activation | NOD1 inhibition
- CCN(C(=O)COC(=O)c1ccccc1SCC(=O)NC1CCCCCCC1)C1CCS(=O)(=O)C1 (stereo unspecified)
 : i | 55.3 | x | 2.2% | i | 0.6 | -1.5% | 0.4 | 67 | 5.9% | -0.4% | -17.8%
- COc1ccccc1N1C(=O)C2C(C(=O)c3ccccc3)=NN(c3ccc(C)cc3)C2C1=O (stereo unspecified)
 : i | 19.6 | -42.9% | -21.1% | i | 1.5 | 5.6% | 1.5 | 50 | 15.9% | -0.1% | -5.2%
- CCOc1ccc(-n2c(=O)c3ccccc3c3ccccc3c2=O)cc1
 : i | 9.4 | 33.5% | 12.3% | i | 0.7 | -6.6% | 4.8 | 51 | 4.5% | 0.0% | -1.7%
- Cn1c(=O)cc(Nc2ccccc2)[nH]c1=O
 : i | 20.4 | 5.4%[20 µM] | -8.0% | i | 0.4 | -9.1% | 0.9 | 73 | 11.2% | -0.1% | 24.8%
- CC(=O)Nc1ccc(NC(=O)CSc2cn(CC(=O)N3CCOCC3)c3ccccc23)cc1
 : i | 12.7 | -0.5% | 12.1% | i | 0.9 | 0.2% | -1.4 | 64 | -8.1% | -0.2% | -6.6%
- O=C(COc1ccc(Cl)cc1)NCCCn1ccnc1
 : i | 2.0 | -1.8% | -3.1% | i | 0.8 | -2.8% | 0.1 | 43 | 0.5% | 0.1% | -7.5%
- Cc1ccc(-n2nc(C)c3c(C)onc3c2=O)cc1
 : i | 25.6 | -18.8% | 5.4% | i | 0.4 | 7.1% | 1.6 | 64 | 8.7% | 0.7% | -10.6%
- COc1ccc(-c2nc(NC(C)=O)sc2-c2ccc(OC)cc2)cc1
 : i | 49.9 | -37.2%[20 µM] | 12.3% | i | 0.9 | 5.8% | 7.5 | 53 | 10.8% | -0.1% | 30.9%
- Cn1c(O)c(N=NC(=O)CNC(=O)/C=C/c2ccccc2)c2ccccc21
 : i | 6.1 | -34.0% | 7.3% | i | 5.5 | -4.4% | 2.8 | 63 | 27.5% | -0.3% | 24.3%
- c1cncc(CNc2nc(N3CCOCC3)nc(N3CCOCC3)n2)c1
 : i | 34.1 | -53.9% | 8.6% | i | 1.9 | 2.1% | -0.1 | 48 | 5.7% | -0.2% | -11.0%
- N/C(=N\OC(=O)CC1CCCCC1)c1ccccc1
 : i | 43.7 | -15.6% | 17.8% | i | 1.0 | 5.3% | 0.0 | 38 | -7.8% | -0.3% | -37.8%
- CCOC(=O)C1=C(C)NC(SCc2cc(=O)[nH][nH]2)=C(C#N)C1c1cccs1 (stereo unspecified)
 : i | 32.4 | 19.1% | -6.5% | i | 11.4 | -2.5% | -0.6 | 54 | 10.3% | -0.1% | -8.9%
- CCc1cc(=O)oc2cc(C)cc(OCC(=O)NCC3CCC(C(=O)O)CC3)c12 (stereo unspecified)
 : i | 16.3 | 20.6%[20 µM] | -2.7% | i | 1.2 | -2.0% | 3.4 | 85 | 2.7% | 0.3% | -21.7%
- O=C(NCc1ccc2c(c1)OCO2)C(=O)NCC(c1ccco1)N1CCN(c2ccccc2)CC1 (stereo unspecified)
 : i | 43.0 | 16.5% | 1.0% | i | 0.1 | -3.7% | 0.7 | 71 | -56.6% | 0.1% | -37.8%
- CCOC(=O)c1c(NC(=O)C2CCCO2)sc(C)c1C (stereo unspecified)
 : i | 24.3 | 2.4% | 4.9% | i | 0.2 | -2.5% | 3.3 | 42 | 3.6% | -0.4% | -17.7%
- CCCCOC(=O)CSC1=C(C#N)C(c2ccccc2OCC)C(C#N)C(=O)N1 (stereo unspecified)
 : i | 23.4 | 4.7% | -12.9% | i | 1.3 | -2.3% | 1.2 | 47 | 9.9% | 0.3% | 19.2%
- Cc1ccsc1/C=N/NC(=O)Cn1nc(C)c([N+](=O)[O-])c1C
 : i | 52.0 | -3.1% | 1.2% | i | 0.3 | 5.5% | 1.0 | 58 | -15.4% | 0.2% | -6.7%
- CCN(Cc1ccccc1)C(=O)C1CCN(CC2CC=CCC2)CC1 (stereo unspecified)
 : i | 38.8 | 19.7% | 10.8% | i | 0.5 | 5.1% | 1.2 | 54 | -13.3% | -0.2% | -16.7%
- O=c1cc(O)nc(SCc2ccccc2Cl)[nH]1
 : i | 17.2 | -29.6% | -15.0% | i | 0.8 | 4.4% | 1.1 | 42 | -5.6% | -0.3% | 4.5%
- CCOc1ccc(OCC)c(NC(=O)c2[nH]c(C)c(C(C)=O)c2C)c1
 : i | 14.6 | 0.7% | -5.6% | i | 0.1 | -1.7% | 0.9 | 69 | 7.9% | -0.1% | 12.4%
- Cc1nn(-c2ccc(F)cc2)c(C)c1NS(=O)(=O)c1ccc(Cl)cc1
 : i | 35.7 | 11.1% | -11.0% | i | 0.9 | -1.9% | -2.0 | 87 | -5.0% | -0.3% | -9.5%
